CHO-K1 Ca antag – counter-screen for M1 antagonists: effect in parental CHO-K1 cells; 360,000 compounds, 0.6% hits; inhibition, % at 3 µM; ATP-induced calcium, Fluo-8 fluorescence;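 active means inhibition above a per-plate cutoff, the plate's mean sample inhibition plus 3 SD, cut at about 24% in these data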;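 further: 0% = DMSO plus EC80 ATP and 100% = DMSO alone without ATP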
M4 antag – blocks acetylcholine activation of human M4 receptor | P08173 | CHO-hM4 cells, ACh EC80, Fluo-8 calcium fluorescence | inhibition, % at 3 µM | 360,000 compounds, 0.73% hits | AID 624125;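 active means inhibition above its plate's cutoff, the mean inhibition of sample wells plus 3 SD, cut at about 27% in these data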;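 further: 0% = acetylcholine EC80 with DMSO and 100% = DMSO without agonist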
Target sequence (P08173 whole entry, looked up): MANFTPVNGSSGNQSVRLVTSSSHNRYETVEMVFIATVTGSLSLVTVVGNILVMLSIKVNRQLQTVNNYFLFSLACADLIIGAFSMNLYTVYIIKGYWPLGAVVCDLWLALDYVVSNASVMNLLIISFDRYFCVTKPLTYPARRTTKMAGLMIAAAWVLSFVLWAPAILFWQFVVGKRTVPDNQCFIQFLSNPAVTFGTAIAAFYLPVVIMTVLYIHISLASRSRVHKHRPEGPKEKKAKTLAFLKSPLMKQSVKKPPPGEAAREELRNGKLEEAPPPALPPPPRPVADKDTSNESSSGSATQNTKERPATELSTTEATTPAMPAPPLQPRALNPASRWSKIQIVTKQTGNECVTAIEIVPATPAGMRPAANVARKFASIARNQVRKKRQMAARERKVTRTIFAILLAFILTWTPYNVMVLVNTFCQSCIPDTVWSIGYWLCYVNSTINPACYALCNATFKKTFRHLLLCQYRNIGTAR
CHO-K1 Ca PAM – nonselective activator or artifact in parental CHO-K1 calcium assay; ATP EC20, Fluo-8 calcium fluorescence; 0% at ATP EC20, 100% at ATP max; activation, % at 3 µM; 360,000 compounds, 0.02% hits; AID 602247;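 active means activation above the run cutoff, the mean activation of all test compounds plus 3 SD, cut at about 40% in these data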;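 further: peak over basal fluorescence ratio in a 140 s read after ATP addition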
M4 PAM – positive allosteric modulators of human muscarinic M4 receptor; activation, % at 3 µM; P08173; 360,000 compounds, 0.4% hits; CHO-K1 hM4/Gqi5, Fluo-8 calcium fluorescence, ACh EC20; 0% = ACh EC20, 100% = maximal ACh;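 active means activation above its plate's cutoff, the mean activation of sample wells plus 3 SD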; further: some results filed as inactive read as strong as hits
CHRM5 PAM – positive allosteric modulators of human muscarinic M5 receptor; CHO-K1 hM5, Fluo-8 calcium, ACh EC20 PAM; 0% = ACh EC20, 100% = ACh EC100; activation, % at 3 µM; 360,000 compounds, 0.3% hits;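 active means activation above the run cutoff, the mean activation of all test compounds plus 3 SD, cut at about 18% in these data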
Target sequence (P08912 whole entry, looked up): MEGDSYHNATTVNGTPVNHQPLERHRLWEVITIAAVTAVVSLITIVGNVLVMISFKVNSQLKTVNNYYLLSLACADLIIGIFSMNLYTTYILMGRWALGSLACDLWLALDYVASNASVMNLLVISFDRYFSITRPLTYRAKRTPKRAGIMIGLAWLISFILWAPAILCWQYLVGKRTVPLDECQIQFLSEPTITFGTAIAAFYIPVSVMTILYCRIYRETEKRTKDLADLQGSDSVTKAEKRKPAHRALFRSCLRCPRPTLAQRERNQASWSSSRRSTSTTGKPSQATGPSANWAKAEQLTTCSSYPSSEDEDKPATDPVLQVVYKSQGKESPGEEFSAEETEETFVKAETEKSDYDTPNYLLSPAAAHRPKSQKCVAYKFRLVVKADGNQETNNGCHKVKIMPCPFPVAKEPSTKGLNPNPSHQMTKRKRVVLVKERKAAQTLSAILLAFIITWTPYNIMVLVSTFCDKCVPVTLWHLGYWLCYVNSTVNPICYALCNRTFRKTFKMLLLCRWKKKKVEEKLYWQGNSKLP
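System: CHO-K1 cell line with stable human muscarinic M5 receptor expression | Also added: EC20 acetylcholine as agonist stimulus | Compound: One concentration, 3 µM final (nominal) | Timing: Fluo-8 loading 80 min at 37 °C plus 30 min room temperature | Measured by: Fluo-8 calcium dye fluorescence, kinetic read | Read-out basis: % activation, ACh-normalized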
M1 ag parental – counter-screen for M1 agonists: effect in parental CHO-K1 cells. 360,000 compounds, 0.48% hits. AID 602248. activation, % at 3 µM. Fluo-8 calcium fluorescence; scaled to maximal ATP response, vehicle zero; in the data active means activation above about 15%;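 further: untransfected CHO-K1 host cells lacking M1 receptor as counterscreen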
M5 ag – agonists of human muscarinic M5 receptor (CHRM5); P08912; activation, % at 3 µM; CHO-K1 hM5 cells, Fluo-8 calcium fluorescence; 0% DMSO wells, 100% maximal acetylcholine response; 360,000 compounds, 0.19% hits;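 active means activation above the run's mean over test compounds plus 3 SD, cut at about 23% in these data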;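 further: signal is peak over basal fluorescence ratio across the kinetic read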
CHRM4 agonist – agonists of human muscarinic M4 receptor (CHRM4) | P08173 | CHO-K1 hM4/Gqi5, Fluo-8 calcium fluorescence; vehicle 0%, full acetylcholine response 100% | activation, % at 3 µM | 360,000 compounds, 0.14% hits | AID 624127;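 active means activation above the run mean over all test wells plus 3 SD, cut at about 32% in these data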;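 further: peak over basal fluorescence ratio per well then scaled between controls; 0% = DMSO wells and 100% = acetylcholine at EC100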
CHRM5 antagonist – CHRM5 antagonism in calcium assay; P08912; 360,000 compounds, 0.59% hits; inhibition, % at 3 µM; CHO-hM5 cells, Fluo-8 calcium fluorescence, ACh EC80;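 active means inhibition above a per-plate cutoff, the mean of that plate's test compounds plus 3 SD, cut at about 27% in these data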;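 further: 0% = acetylcholine EC80 with DMSO and 100% = DMSO without agonist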
* = called active by the depositor.

SMILES	CHO-K1 Ca antag	M4 antag	CHO-K1 Ca PAM	M4 PAM	CHRM5 PAM	M1 ag parental	M5 ag	CHRM4 agonist	CHRM5 antagonist
CCCCC1(C)NC(=O)N(CC(=O)Nc2cc(S(=O)(=O)N3CCOCC3)ccc2Cl)C1=O (stereo unspecified)	-24	5	16	1	8	1.8	3	1	-1
C[C@@H]1CN([C@@H](C)CO)C(=O)CCCn2nncc2CO[C@H]1CN(C)C(=O)c1ccc(N2CCN(C)CC2)cc1	10	0	-9	-2	-6	0.1	1	1	14
CCOC(=O)N1CCC(NC(=O)c2cc(S(=O)(=O)N3CCC4(CC3)OCCO4)ccc2F)CC1	-6	17	16	-9	-1	3.7	4	4	-8
O=C(NCc1cccnc1)Nc1cccc(C(F)(F)F)c1	4	-1	-11	6	2	0.6	-5	3	5
Cc1cc(C)c2c(ccc3ccccc32)n1	-4	2	1	2	5	-0.8	-7	-1	13
Cc1onc(-c2ccccc2)c1CNC(=O)Nc1ccccc1	4	-3	-9	-6	-7	0.7	-4	4	17
COc1ccccc1C(=O)Nc1ccc(S(=O)(=O)NC2=NCCCCC2)cc1	-20	-15	-2	-3	-7	4.4	3	8	10
O=C(CCN1C(=O)C2C3C=CC(C3)C2C1=O)NCCc1ccccc1 (stereo unspecified)	-9	-3	8	4	6	0.0	-1	0	-5
Cc1cccc(C(=O)N/N=C/c2ccoc2)c1	-3	2	-22	-2	-8	0.3	-1	1	19
COc1ccc(OCCN2CCC(C(=O)NC(c3ccccn3)c3ccccc3OC)CC2)cc1 (stereo unspecified)	-2	-12	9	1	-2	3.1	-2	1	1
OC(c1ccccc1)c1nc(-c2cnc3ccccc3c2)cs1 (stereo unspecified)	-13	-12	20	4	-3	1.1	0	5	-3
Cc1ccc2cc(C(c3nnnn3CC3CCCO3)N3CCc4ccccc4C3)c(=O)[nH]c2c1 (stereo unspecified)	-6	-2	11	-1	-8	1.1	-1	2	6

3 compounds from above, limited to CHRM5 antagonist and CHO-K1 Ca PAM.
SMILES,CHRM5 antagonist,CHO-K1 Ca PAM
CCOC(=O)N1CCC(NC(=O)c2cc(S(=O)(=O)N3CCC4(CC3)OCCO4)ccc2F)CC1,-8,16
O=C(NCc1cccnc1)Nc1cccc(C(F)(F)F)c1,5,-11
Cc1cc(C)c2c(ccc3ccccc32)n1,13,1

Remaining list, next part:
SMILES	CHO-K1 Ca antag	M4 antag	CHO-K1 Ca PAM	M4 PAM	CHRM5 PAM	M1 ag parental	M5 ag	CHRM4 agonist	CHRM5 antagonist
COc1ccccc1OCCC(=O)OCCN1C(=O)c2ccccc2C1=O	-1	-4	11	1	-6	0.9	-1	2	8
CC1CCc2nc(/C(C#N)=C/c3ccncc3)sc2C1 (stereo unspecified)	-9	-9	13	3	1	0.6	-3	2	-1
Cc1ccc(SCc2nn(C)c(Cl)c2C=O)cc1	-14	-9	21	15	1	1.6	-7	1	7
Cc1cn(CC(=O)NCc2ccccn2)c(=O)[nH]c1=O	-13	-12	12	9	0	0.3	2	1	-5
Cc1ccc(S(=O)(=O)NNC(=O)Nc2ccc(Cl)c(Cl)c2)cc1	14	3	0	-19	-32	9.2	3	13	21
O=C(O)c1ccc(Nc2nc(-c3ccccc3)cs2)cc1	-7	-3	20	9	-1	1.8	6	8	4
CCOc1cccc(C(=O)NC(=S)Nc2ccccc2)c1	-7	8	18	-1	-4	0.1	-3	-2	6
O=C1C2C3C=CC(O3)C2C(=O)N1Nc1ccccc1 (stereo unspecified)	8	2	-17	1	1	0.0	3	0	-2
CCCCOC(=O)C1=C(C)Nc2ncnn2C1c1ccc(OC)c(OC)c1 (stereo unspecified)	-6	2	20	2	4	0.5	-1	0	-2
CCOC1=C2CN(S(=O)(=O)c3ccc(C)cc3)[C@H](c3ccccc3)C[C@@H]2N(S(=O)(=O)c2ccccc2C)[C@H](c2ccccc2)C1	6	-9	11	3	6	0.4	0	0	-9
O=C1COc2ccc(C(=O)COC(=O)/C=C/c3ccc(Br)o3)cc2N1	-6	-12	-13	0	-11	0.7	1	2	8
COc1ccc(-c2cc(C(F)(F)F)n3ncc(C(=O)N(C)Cc4ccccc4)c3n2)cc1	-10	-4	17	4	7	0.2	-10	4	-8
CC(C)(C)c1ccc(C(=O)OCC(=O)N2CCC(c3ccccc3)=N2)cc1	-14	-17	10	2	4	-0.1	-2	1	3
O=S(Cc1ccc(Cl)cc1)CC(O)(c1ccccc1)c1ccccc1 (stereo unspecified)	19	20	-7	-10	-3	0.4	-3	0	9
CCCc1cc(C(=O)N2CCCC(Cc3cccc(Cl)c3)(C(=O)OCC)C2)n(C)n1 (stereo unspecified)	-9	10	8	-8	-3	2.3	-1	8	4
O=C(COC(=O)C1=COCCO1)NCc1ccc(Cl)cc1	-6	-16	2	4	-2	-0.1	0	1	2
COc1ccccc1NC(=O)Cn1cncc1-c1ccc([N+](=O)[O-])cc1	-12	-1	3	-4	-3	1.1	0	2	6
CCc1cccc(NC(=O)C2CCCN(S(=O)(=O)c3cnc[nH]3)C2)c1 (stereo unspecified)	-9	7	0	4	-2	0.2	-3	0	6
CCN1C(=O)/C(=C/C=C2/SCCN2C)SC1=S	12	0	2	-6	-12	2.5	5	4	-2
CN(Cc1ccncc1)C1CC(=O)N(c2ccc(F)cc2)C1=O (stereo unspecified)	5	3	-10	9	1	0.3	-3	1	4
O=C(CSc1ncccn1)NCc1ccc(Cl)cc1	-15	-9	13	11	-4	0.5	-5	1	-7
CC1Nc2ncnc(N3CCc4ccccc4C3)c2N(Cc2ccccc2)C1=O (stereo unspecified)	0	0	15	-5	4	2.3	4	2	3
COc1cc(/C=C/C(O)=C/C(=O)/C=C/c2ccc(O)cc2)ccc1O	19	27*	-10	-17	-35	17*	48*	50*	41*
CCOC(=O)/C(C#N)=C1/SC(CC)C(=O)N1c1ccc(Br)cc1 (stereo unspecified)	0	6	12	-2	-8	0.5	-3	0	15
Cc1ccccc1NC1=NC(=S)N(c2ccccc2)C12CCOC(C)(C)C2 (stereo unspecified)	1	-1	4	7	-4	-0.1	-1	0	-3
COc1ccc(C(=O)NCC(=O)OCC(=O)Nc2sccc2C#N)cc1OC	-7	-6	12	-2	1	0.2	-3	0	3
CCOP(=O)(OCC)C(Nc1ccc(F)cc1)c1ccccc1 (stereo unspecified)	-4	-1	11	-3	-1	0.1	0	-1	-1
Cc1ccc(/C=C(\C#N)C(=O)NC(C)c2ccccc2)o1 (stereo unspecified)	-10	-4	-1	0	-1	0.4	2	1	14
Cc1onc(-c2ccccc2)c1C(=O)NC(=S)NNC(=O)c1ccc(O)cc1	-3	-1	8	8	-1	-1.4	-3	-3	1
O=C(NCC1CCCO1)C(c1ccncc1)N(Cc1cccs1)C(=O)CN1C(=O)c2ccccc2S1(=O)=O (stereo unspecified)	-1	1	14	-2	-9	0.1	-5	1	0
CCOC(=O)c1c(-c2ccc(C)o2)csc1NC(=O)CSc1nncs1	-20	18	2	-6	-7	4.6	0	11	9
O=C(CCCn1c(=O)c2sccc2n(CC(=O)NCc2ccco2)c1=O)NCc1ccco1	-17	-5	3	6	-5	-0.2	1	1	7
O=C(c1cc(-c2cccs2)nc2ccccc12)N1CCN(S(=O)(=O)c2cccc(F)c2)CC1	16	19	9	-16	-12	3.1	3	14	11
Cc1ccc(Nc2nc(-c3ccccc3)cs2)nc1	-10	-2	0	2	0	-0.3	4	-1	7
CC(C)CN(C(=O)CC1OC(=O)c2ccccc21)c1c(N)n(Cc2ccccc2)c(=O)[nH]c1=O (stereo unspecified)	17	-3	14	-1	6	-0.2	2	1	7
CCCC1S/C(=N/N=C/c2ccco2)NC1=O (stereo unspecified)	-1	3	6	0	-2	0.3	0	-1	5
CC(=O)NCCc1nc2cc(NS(=O)(=O)c3ccc(Cl)cc3)ccc2n1C	-1	2	8	-5	8	-0.1	2	0	2
Cc1cc(C)n(-c2nncn2/N=C/c2ccccc2F)n1	-3	8	4	7	-8	0.2	-9	0	-6
CC(=O)c1cccc(NC(=O)C(OC(=O)c2ccccc2NS(=O)(=O)c2cccs2)c2ccccc2)c1 (stereo unspecified)	2	5	24	-6	-6	3.1	0	3	9
CN[C@H](CC(=O)O)C(=O)O	-8	0	23	-3	0	-0.2	-1	-1	6
O=c1[nH]c(NNC(=S)NC2CCCCC2)nc2c1C1(CCCC1)Cc1ccccc1-2	-6	-5	15	5	-5	-0.7	-7	0	-2
COc1ccccc1C(CC(=O)Nc1ccc(C)c(C)c1)c1ccc(OC(C)C)cc1 (stereo unspecified)	-3	-6	13	0	1	8.4	-3	0	1
COc1cccc(Sc2cc(N3CCOCC3)nc(-c3ccccc3)n2)c1	-4	-16	19	15	7	0.5	7	0	-2
Cc1ccc(NC(=O)CSc2nnc3ccc(-c4cccnc4)nn23)cc1	-11	-14	9	-2	4	0.3	4	0	-7
COCCNC(=O)Cn1cc(S(=O)(=O)N2CCN(c3ccccc3F)CC2)c2ccccc2c1=O	22	-1	-12	-5	-9	0.3	-2	0	-6
CCC(=O)c1c(NCCc2ccccc2)cc(C)oc1=O	-7	-3	20	4	2	0.4	-5	0	1
COC(=O)CCC(=O)N1CCCC(CO)(Cc2ccccc2F)C1 (stereo unspecified)	16	-3	-8	1	15	0.4	2	0	8
N#Cc1ccsc1NC(=O)CN1CCCCC1	-1	3	-3	-5	-14	0.2	-6	0	6
Cc1cc(OCc2cc(C(=O)NCc3csc(C(C)C)n3)no2)cc(C)c1Cl	-6	0	9	-7	-6	2.2	-2	5	6
COc1ccc(NC(=O)c2[nH]c(C)c(C(C)=O)c2C)cc1S(=O)(=O)N1CCOCC1	-3	-5	0	5	-6	0.9	0	2	1
O=C(NCCO)c1cccc(S(=O)(=O)N2CCCCC2)c1	-15	4	10	5	-6	-0.1	1	0	-1
CCN(CC)CCNCC(=O)Nc1ccc(Oc2ccccc2)cc1	-4	-1	10	-7	2	1.0	-15	1	9
COc1ccc(S(=O)(=O)N2CCN(C(=O)CCSc3ccccc3)CC2)cc1	-5	7	13	-1	-2	0.9	4	3	10
COc1ccccc1/C=C/C(=O)N1CCC(c2ccccc2)C1 (stereo unspecified)	2	-1	5	2	-1	-0.2	-3	1	6
Cc1cccc(C)c1OCc1cc(C(=O)N2CCN3CCCC3C2)no1 (stereo unspecified)	-6	1	-11	9	-3	0.5	-4	3	9
COC(=O)c1cc(NC(=O)c2cc(C(C)(C)C)nn2Cc2ccc(F)cc2)ccc1N1CCOCC1	-3	1	6	-10	-9	3.3	-1	8	-2
COc1ccccc1C(CNC(=O)c1cccc(S(=O)(=O)NCc2ccccc2)c1)N(C)C (stereo unspecified)	8	6	-2	-6	-33	3.4	-11	1	39*
O=C(OCC(=O)N1CCCc2ccccc21)c1ccc(C(F)(F)F)cc1	16	-14	-12	0	6	-0.6	-4	0	-2

Reprinted at random: 3 records from the list
SMILES	CHO-K1 Ca antag	M4 antag	CHO-K1 Ca PAM	M4 PAM	CHRM5 PAM	M1 ag parental	M5 ag	CHRM4 agonist	CHRM5 antagonist
CCN(CC)CCNCC(=O)Nc1ccc(Oc2ccccc2)cc1	-4	-1	10	-7	2	1.0	-15	1	9
COc1ccccc1C(CNC(=O)c1cccc(S(=O)(=O)NCc2ccccc2)c1)N(C)C (stereo unspecified)	8	6	-2	-6	-33	3.4	-11	1	39*
COc1ccc(NC(=O)c2[nH]c(C)c(C(C)=O)c2C)cc1S(=O)(=O)N1CCOCC1	-3	-5	0	5	-6	0.9	0	2	1

Compound activity as filed in PubChem.
